Screening results: PubChem, NCI
All columns: NCI-60 one-dose screen, growth in % after 48 h at 10 µM unless noted; 100 = growth as untreated, 0 = no growth, -100 = all killed.
K-562: K-562 leukemia. 78,000 compounds, 7.4% hits
LOX IMVI: LOX IMVI melanoma; 79,000 compounds, 7.4% hits
HS 578T: HS 578T breast cancer. 78,000 compounds, 4.1% hits
MDA-MB-468: MDA-MB-468 breast cancer. 78,000 compounds, 8.5% hits. AID 2202374
MCF7: MCF7 breast cancer | 82,000 compounds, 6.3% hits | AID 1794796
MDA-MB-231: MDA-MB-231 breast cancer | AID 1794789 | 81,000 compounds, 5% hits
BT-549: BT-549 breast cancer | 78,000 compounds, 4.4% hits
T-47D: T-47D breast cancer. 79,000 compounds, 5% hits. AID 1794792
* = called active by the depositor; nt = not tested or not shown; & = joins results of further samples. The calls were made as follows: active = growth percent below 10; inactive = the rest.

SMILES	K-562	LOX IMVI	HS 578T	MDA-MB-468	MCF7	MDA-MB-231	BT-549	T-47D
CN1CCN(C(=O)Nc2ccc([N+](=O)[O-])cc2)CC1	113	86	150	nt	99	107	117	91
Cc1nnc(-c2ccc3c(c2)nc(/C=C/c2ccccc2)n3C2CCCCC2)o1	46	44	90	91	77	87	81	52
COc1ccc(C2c3sc4ccc(C)cc4c3Oc3nc[nH]c(=O)c32)cc1 (stereo not drawn)	36	93	78	61	70	84	78	83
Cc1cc(I)nc2ccccc12	108	100	nt	109	101	100	104	96
Nc1nc(C(=O)N/N=C/c2ccc(F)cc2)nn1-c1ccc(S(N)(=O)=O)cc1	103	94	101	102	99	96	114	99
N=c1c2c(=N)n3c(nc2nc2n1-c1ccccc1Sc1ccccc1-2)sc1cc(Cl)ccc13	35	14	32	-12*	-2.0*	32	42	6.2*
O=C(NCCO)c1ccc(C(=O)NCCO)cc1	89	101	124	98	105	97	107	103
CCCCS(=O)(=O)c1cc(Nc2ccc(O)c3c2C(=O)c2ccccc2C3=O)ccc1C	67	51	nt	76	34	72	92	76
CCOC(=S)SCc1ccc(Cl)cc1	110	99	107	106	103	85	96	120
C#CCOc1ccc(-c2csc(NC(=O)C=C)n2)cc1NS(=O)(=O)c1cccc2c(N(C)C)cccc12	9.3*	-91*	79	11	4.5*	32	59	61
CN(C)c1ccc(-c2cc(-c3cccc(OCC(=O)O)c3)[nH]c(=O)c2C#N)cc1	91	nt	nt	95	97	nt	93	94
COc1cc2c(c(OC)c1OC)C(=O)CC(c1cccc(C(=O)Nc3cccc(F)c3)c1)O2 (stereo not drawn)	60	78	96	73	59	77	66	31
CCOC(=O)c1sc(/N=C2\NC(=O)/C(=C/c3ccc(-n4ccnc4C)cc3)S2)nc1C	79	62	112	90	79	101	93	83
CNC(=O)NCC1OC(n2cnc3c(NC(=O)Nc4ccccc4)ncnc32)C(O[Si](C)(C)C(C)(C)C)C1CC(=O)N(C)OC (stereo not drawn)	16	19	3.6*	nt	3.3*	15	25	-34*
C=CC1=C(C)C2=NC1=CC1=NC(=CC3=C(C)C4=C(O)C(C(=O)O)C(=C5NC(=C2)C(C)C5CCC(=O)O)C4=N3)C(CC)=C1C (stereo not drawn)	106	108	105	115	113	121	nt	123
COc1ccc(/C=c2\c(=O)n(-c3ccccc3)c3nn4c(n23)=NNC42CCCCC2)cc1	109	95	104	110	97	87	97	nt
O=c1n(CCCn2cnn(-c3ccccc3)c2=O)cnn1-c1ccccc1	94	nt	107	100	85	100	102	nt
CN1C(=O)/C(=C/c2nc(-c3ccccc3)n3ccccc23)c2ccccc21	74	70	96	68	65	71	90	53
Cc1cc(C)c(S(=O)(=O)N2CCN(c3cc4c(cc3F)c(=O)c(C(=O)O)cn4C3CC3)CC2)c(C)c1	64	30	nt	65	54	85	77	63
ClCCCN1CCCCC1	105	96	122	123	112	103	117	103
Cc1cc(=O)n2n1-c1ccccc1NC(=O)C2	106	101	107	111	102	106	100	98
O=C(Nc1ccccc1)Nc1ccccn1	nt	103	123	86	79	90	107	120
Clc1ccc(C2=NN(c3ccc(Cl)cc3)C(c3cccc(Nc4ccnc5cc(Cl)ccc45)c3)C2)cc1 (stereo not drawn)	75	85	nt	78	82	84	68	80
COc1ccc(-c2nc(SCc3nc4ccccc4[nH]3)nc(Nc3ccc(C(=O)O)cc3)c2C#N)cc1	104	102	97	99	99	102	110	90
Cc1cc(=O)oc2cc(OCCOc3ccc(/C=C/C(=O)Nc4ccc([N+](=O)[O-])cc4)cc3)ccc12	97	89	97	111	90	82	119	89
CN1CCN(c2ccncc2S(=O)(=O)N2CCCC2)CC1	105	95	98	100	101	105	105	91
CCOC(=O)c1c(NC(=O)c2cccc(C(F)(F)F)c2)sc2c1CCC(=O)C2	5.3*	9.1*	36	-9.5*	35	55	nt	18
c1ccc(-c2nn[nH]n2)cc1	110	107	97	113	97	106	108	103
CC(C)/C1=N/NC(=O)CCCCC(=O)N/N=C(/C(C)C)CC[C@@H](C)CCOC(=O)c2cccc(n2)C(=O)OCC[C@H](C)CC1	79	97	100	91	86	93	94	81
COC1=CC(=O)OC(/C=C/c2ccccc2)(OC)C1=O (stereo not drawn)	113	93	109	97	100	109	103	102
COc1ccc(Nc2n[nH]c(N)c2C(N)=O)c(OC)c1	95	108	90	99	94	89	88	99
CC(=O)N1c2ccccc2C=CC1C#N (stereo not drawn)	90	92	90	107	101	99	95	115
O=[N+]([O-])c1ccccc1NCSc1ccc(Cl)cc1	93	53	100	92	92	90	69	93
CCC(C)(c1cc(C(C)(C)C)c(O)c(C(C)(C)C)c1)c1cc(C(C)(C)C)c(O)c(C(C)(C)C)c1	91	103	97	112	92	nt	104	84
COC(=O)CCC[C@@H](C)[C@H]1CC[C@H]2[C@@H]3CC[C@@H]4CNC(=O)CC[C@]4(C)[C@H]3CC[C@]12C	68	100	96	116	95	94	99	95
COc1ccc(-c2nc(SC(C)C)nc(NNC(N)=O)c2C#N)cc1	26	77	79	80	84	79	102	85
CSc1n[nH]c2nc(-c3ccc(C)cc3)[nH]c(=O)c12	91	102	103	78	81	100	104	104
CN1CCCN(Cc2ccc(C(=O)Nc3cccc(Nc4ccc5c(O)cccc5n4)c3)cc2C(F)(F)F)CC1	11	-95*	-41*	-95*	-96*	-76*	-75*	-28*
COc1ccc(/C(=C\c2ccc3c(c2)OCO3)C(=O)Nc2nc3ccc(F)cc3s2)cc1	nt	107	109	110	95	104	106	87
Nc1ccc2c(S(=O)(=O)O)cccc2c1S(=O)(=O)O	140	95	101	108	98	97	104	110
S=C(Nc1ccccc1)Nc1ccc(OCc2nc3ccc(Cl)cc3[nH]2)cc1	31	36	92	12	25	80	79	51
Nc1ccc2c(c1)C(=O)c1ccc(N)cc1-2	106	nt	108	104	68	97	92	101
Nc1nc(Cl)nc2c1ncn2C1OCC(O)C(O)C1O (stereo not drawn)	100	100	117	104	102	105	97	nt
NS(=O)(=O)c1ccc(-n2ncc3c(Nc4ccccc4)ncnc32)cc1	38	70	106	nt	108	81	110	76
O=C(O)c1cc(-c2ccc(F)cc2)c2sc(=O)[nH]c2n1	98	99	98	121	93	116	103	88

Compounds listed so far that contain a thiophene ring, fused or not, in the order listed:
SMILES	K-562	LOX IMVI	HS 578T	MDA-MB-468	MCF7	MDA-MB-231	BT-549	T-47D
COc1ccc(C2c3sc4ccc(C)cc4c3Oc3nc[nH]c(=O)c32)cc1 (stereo not drawn)	36	93	78	61	70	84	78	83
CCOC(=O)c1c(NC(=O)c2cccc(C(F)(F)F)c2)sc2c1CCC(=O)C2	5.3*	9.1*	36	-9.5*	35	55	nt	18

For convenience, 2 of the compounds above.
SMILES	K-562	LOX IMVI	HS 578T	MDA-MB-468	MCF7	MDA-MB-231	BT-549	T-47D
COc1ccc(Nc2n[nH]c(N)c2C(N)=O)c(OC)c1	95	108	90	99	94	89	88	99
CC(=O)N1c2ccccc2C=CC1C#N (stereo not drawn)	90	92	90	107	101	99	95	115

More records:
SMILES	K-562	LOX IMVI	HS 578T	MDA-MB-468	MCF7	MDA-MB-231	BT-549	T-47D
CSCCC(NC(=O)OCc1ccccc1)C(=O)O (stereo not drawn)	97	102	104	115	102	115	106	97
O=S(=O)(O)c1cc(O)c2c(O)c(N=Nc3cc(Cl)ccc3O)c(S(=O)(=O)O)cc2c1	97	91	96	96	108	99	105	99
O=C(Nc1ccc(F)c(C(=O)c2c[nH]c3ncccc23)c1F)Nc1cccc2ccccc12	69	88	81	94	89	81	nt	91
CC(=O)c1ccc2c(c1)Sc1ccccc1N2CCCN1CCN(CCO)CC1	nt	94	85	85	81	78	97	91
CSc1nccc(-c2c(-c3ccc(F)c(OCCc4ccccc4)c3)nc3sccn23)n1	nt	37	97	29	47	56	96	72
O=C(O)c1cc2cc(O)ccc2[nH]1	97	95	112	108	102	128	109	102
C=CCOc1cccc(/C=C2\SC(=S)N(C3CC(=O)N(c4ccc(Cl)cc4)C3=O)C2=O)c1 (stereo not drawn)	91	14	103	104	90	101	111	94
CN=C(NC)c1ccc(CN2CCN(Cc3ccc(C(=NC)NC)cc3)CC2)cc1	91	99	105	99	101	104	107	95
CCOC(=O)c1c(CNCC(C)O)nc2ccc(Cl)cc2c1-c1ccccc1 (stereo not drawn)	99	98	120	85	97	98	84	93
COc1cc(/C=C2/SC(=O)N(c3nc(N4CCCC4)nc(N4CCCC4)n3)C2=O)cc(OC)c1OC	85	46	76	103	67	69	85	67
Cc1ccc(N)c(C(=O)Nc2cc(C)no2)c1	85	108	106	166	92	100	97	89
CCOC(=O)N1CCN(S(=O)(=O)c2ncsc2-c2ccccc2)CC1	99	nt	96	98	95	107	100	108
Cc1cc(C)n(C(=O)CSc2ncnc3c2c(-c2ccccc2)cn3-c2ccc(Cl)cc2)n1	110	87	97	81	82	73	90	77
CC(=O)/C(=C/c1ccc(Br)cc1)C(=O)c1ccccc1	31	-62*	91	92	43	77	97	87
Cc1cc(=O)oc2cc(OCC(O)CNN3C(=O)c4cccc5c(N6CCCCC6)ccc(c45)C3=O)ccc12 (stereo not drawn)	69	71	90	59	63	91	97	87

Single records, as listed above:
Profile of `C=CC1=C(C)C2=NC1=CC1=NC(=CC3=C(C)C4=C(O)C(C(=O)O)C(=C5NC(=C2)C(C)C5CCC(=O)O)C4=N3)C(CC)=C1C` (stereo not drawn) → K-562: 106; LOX IMVI: 108; HS 578T: 105; MDA-MB-468: 115; MCF7: 113; MDA-MB-231: 121; BT-549: nt; T-47D: 123
Profile of `S=C(Nc1ccccc1)Nc1ccc(OCc2nc3ccc(Cl)cc3[nH]2)cc1` → K-562: 31; LOX IMVI: 36; HS 578T: 92; MDA-MB-468: 12; MCF7: 25; MDA-MB-231: 80; BT-549: 79; T-47D: 51

Quoted at random: 3 entries already listed
SMILES	K-562	LOX IMVI	HS 578T	MDA-MB-468	MCF7	MDA-MB-231	BT-549	T-47D
CCCCS(=O)(=O)c1cc(Nc2ccc(O)c3c2C(=O)c2ccccc2C3=O)ccc1C	67	51	nt	76	34	72	92	76
COc1ccc(-c2nc(SCc3nc4ccccc4[nH]3)nc(Nc3ccc(C(=O)O)cc3)c2C#N)cc1	104	102	97	99	99	102	110	90
COc1ccc(-c2nc(SC(C)C)nc(NNC(N)=O)c2C#N)cc1	26	77	79	80	84	79	102	85

Remaining list, next part.
SMILES	K-562	LOX IMVI	HS 578T	MDA-MB-468	MCF7	MDA-MB-231	BT-549	T-47D
CCOC(=O)COc1ccc(NC(=O)C2CCCCC2)cc1	105	100	97	103	98	100	105	109
COc1nc2c(cc1S(=O)(=O)c1ccccc1)CCCc1ccn(C)c1-2	43	74	71	65	75	78	92	42
Cc1ccc(S(=O)(=O)N(c2ccc(Cl)cc2)c2ccccc2C(=O)O)cc1	109	100	112	96	86	103	114	nt
Cc1cc(CSc2ccccc2C(=O)NCCNc2ccc([N+](=O)[O-])cc2)on1	99	93	97	91	100	67	89	84
c1ccc2c(c1)Cc1c-2c2[nH]c3ccccc3c2c2[nH]c3ccccc3c12	78	87	99	98	72	99	97	66
CC1(C)OC2C(=O)C=C(COCc3ccccc3)C2O1 (stereo not drawn)	94	96	82	111	87	nt	90	nt
C=C1C(=O)O[C@H]2[C@H]1CC/C(COC(=O)NCCCCNC(=O)OC/C1=C/CC[C@@]3(C)O[C@H]3[C@H]3OC(=O)C(=C)[C@@H]3CC1)=C\CC[C@@]1(C)O[C@@H]21	4.1*	-22*	71	-15*	9.5*	24	-40*	9.5*
Oc1cccc2ccc(N/N=C/c3cc(CN4CCOCC4)c(O)c4ncccc34)nc12	13	-71*	36	-25*	19	20	18	27
O=C(O)/C=C/C(=O)Nc1ccccc1	108&118	99	117&107	101&125	97&93	114&114	116&102	106&89
O=C(Nc1ccccc1O)c1ccccc1Nc1ccnc(C(F)(F)F)c1	86	89	96	116	83	82	112	88
COc1cc(Cn2ccc3c2-c2oncc2CC3)cc(OC)c1	25	40	32	11	6.2*	44	33	32
O=C(c1ccc2ccccc2c1)c1ccccc1Cc1cccc(C(F)(F)F)c1	102	101	103	97	107	96	114	95
CCCCS(=O)(=O)CCCC	105	96	99	109	102	120	103	99
